Screening data: PubChem, National Center for Advancing Translational Sciences (NCATS)
aSyn yeast inh: qHTS of alpha-syn Inhibitors; Yeast expressing alpha-synuclein, growth rescue, BacTiter-Glo, 24 h; Potency, µM (titrated, usually from 46.1 µM), without a hit: at the highest dose growth rescue (activation), hits mostly activators; 370,000 tested, 0.14% active; AID 652106, 2013; also: potency is read from the fitted curve at half-maximal effect; % of control where 0% means no effect; nearly all actives have a fitted effect of over 65% in size
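Screening used galactose-induced yeast with toxic alpha-synuclein levels, exposed to compound for 24 hr at 30 deg C. Cell growth, read with BacTiter-Glo luminescence, gave the measured signal.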
Akt phos inh: HTS Assay for Inhibitors of Akt Phophorylation: Primary Screen | Neuro2A IGF-stimulated pAkt S473 HTRF, 20 min; active compounds read low | activity change, % for hits at 50 µM | 360,000 tested, 0.32% active | AID 651550, 2012; in the data active = activity change below about -80%; inconclusive = mostly about -51% to -80%; also: % is scaled to controls: 0 for no effect and ±100 for the full control effect
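Neuro2A cells (4,500/well, DMEM with 0.5% FBS) were treated with compound at a single 50 µM final concentration, stimulated with 6 nM IGF for 20 min at 37 °C, and lysed. Phospho-Akt Ser473 was read by HTRF as 665/615 ratio ×10^4.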
Abeta yeast res: qHTS for compounds that reverse cellular toxicity of Amyloid beta (A-beta) peptide in yeast: Primary Screen; yeast expressing A-beta42, growth rescue, OD600, 48 h; response scale: 0% DMSO, 100% iron-clioquinol control; Potency, µM (doses to about 46.1 µM), for inactives: at the top dose growth rescue, usual class: activators; 410,000 tested, 0.063% active; AID 1347071, 2019; also: potency is read from the fitted curve at half-maximal effect; nearly all actives have a fitted effect of over 55% in size
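Yeast growth medium received pinned compounds, then yeast cells expressing toxic A-beta were added; plates incubated at 30 C for 48 hr. Growth read as absorbance at 600 nm, normalized to DMSO and equimolar FeCl3 plus clioquinol controls.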
Mm-Cpn inhibitor: Inhibitors of TCP-1 ring complex (TRiC) of Methanococcus maripaludis (MmCpn): qHTS; purified Mm-Cpn ATPase, ADP Transcreener TR-FRET; Chaperonin Mm-Cpn (Methanococcus maripaludis); 330,000 tested, 0.031% active; Potency, µM (doses to about 76.9 µM), without a hit: at the highest dose activity, negative = inhibition, actives largely listed as inhibitors; also: potency is read from the fitted curve at half-maximal effect; % is scaled to controls: 0 for no effect and ±100 for the full control effect; nearly all actives have a fitted effect of over 80% in size
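25 nM Mm-CPN + cpd, 10 min 37°C; + 10 uM ATP, 30 min 37°C; buffer 30 mM Tris pH 7.4, 100 mM KCl, 5 mM MgCl2, 1 mM DTT; Transcreener ADP HTRF detection 30 min RT.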
TDP-43 yeast inh: qHTS of TDP-43 Inhibitors; TDP-43 expressing yeast growth rescue, BacTiter-Glo, 24 h; Potency, µM (titrated, usually from 46.1 µM), without a hit: at the highest dose growth rescue (activation), most hits filed as activators; 410,000 tested, 1.8% active; AID 652104, 2013; also: potency is read from the fitted curve at half-maximal effect; % of control where 0% means no effect; nearly all actives have a fitted effect of over 50% in size
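Luminescence from BacTiter-Glo reports growth of TDP-43-expressing yeast after 24 hr at 30 deg C with compound. Cells were raffinose-pregrown to mid-log, then seeded in galactose medium at OD600=0.02.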
GLP1R cytotox: qHTS of GLP-1 Receptor Inverse Agonists: Cytotox Screen; AID 624418, 2012; HEK293 cAMP-luciferase reporter cells, luminescence, 24 h; 410,000 tested, 0.13% active; Potency, µM (titrated, usually from 38.3 µM), without a hit: at the top dose activity change, negative = inhibition, hits mostly inhibitors;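 also: loss of luciferase light is scored as toxicity; potency is read from the fitted curve at half-maximal effect; % is scaled to controls: 0 for no effect and ±100 for the full control effect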
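Compound-treated cells are incubated 24 hr at 37 deg C under 5% CO2 after a 12 hour attachment period, then luciferase detection reagent is added and luminescence is measured following 12 min at room temperature; lowered signal indicates toxicity.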
GLP1R inv ag: qHTS of GLP-1 Receptor Inverse Agonists (Inhibition Mode); Glucagon-like peptide 1 receptor (Homo sapiens), P43220; HEK293 GLP-1R CRE-luciferase, luminescence, 24 h; GLP-1R form is constitutively active; Potency, µM (doses to about 38.3 µM), inactives show top-dose activity change, negative = inhibition, usual class: inhibitors; 410,000 tested, 1.6% active; also: potency is read from the fitted curve at half-maximal effect; % is scaled to controls: 0 for no effect and ±100 for the full control effect; nearly all actives have a fitted effect of over 55% in size
Target sequence (P43220 whole entry, looked up): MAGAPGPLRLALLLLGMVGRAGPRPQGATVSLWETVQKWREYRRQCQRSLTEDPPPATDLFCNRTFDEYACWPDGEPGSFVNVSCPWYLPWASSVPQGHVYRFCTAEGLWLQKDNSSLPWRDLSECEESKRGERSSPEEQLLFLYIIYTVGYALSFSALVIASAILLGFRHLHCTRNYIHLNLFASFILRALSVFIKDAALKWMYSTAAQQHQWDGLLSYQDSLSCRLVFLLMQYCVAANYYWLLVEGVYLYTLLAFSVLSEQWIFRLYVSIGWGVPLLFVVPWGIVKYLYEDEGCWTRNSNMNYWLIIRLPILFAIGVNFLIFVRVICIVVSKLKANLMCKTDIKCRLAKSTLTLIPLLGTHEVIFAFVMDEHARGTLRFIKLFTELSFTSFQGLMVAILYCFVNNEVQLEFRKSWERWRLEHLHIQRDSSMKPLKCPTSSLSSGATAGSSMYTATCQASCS
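Readout was luciferase luminescence, measured 12 min after detection reagent at room temperature. Beforehand, GLP-1R reporter HEK293 cells had sat 12 h, then received compounds for 24 hr at 37 deg C.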
FUS suppressor: qHTS for Suppressors of FUS Proteinopathy: Primary screen using FUS-linked yeast assay; S. cerevisiae FUS-expressing, growth rescue, OD600, 24 h; Potency, µM (doses to about 76.6 µM), inactives show at the top dose growth rescue (activation), usual class: activators; 390,000 tested, 0.24% active;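 also: potency is read from the fitted curve at half-maximal effect; plate controls were DMSO vehicle for no effect and reference control for full effect; nearly all actives have a fitted effect of over 55% in size; some results filed as inactive show a strong effect at the top dose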
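Yeast expressing FUS under galactose induction, OD 0.005 in 2% galactose medium; compounds in a dilution series, 24 h at 30C. Growth rescue by absorbance at 600 nm; CP55940 positive control, DMSO negative.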
PTHR1 agonist: qHTS for PTHR1 Agonists: Primary Screen; HEK293 GP2 PTHR1 cells, GloSensor cAMP luminescence, 1 h; Potency, µM (series often up to 115 µM), for inactives: at the top dose activation, most hits filed as activators; 410,000 tested, 0.075% active; AID 743266, 2014; also: potency is read from the fitted curve at half-maximal effect; nearly all actives have a fitted effect of over 55% in size; some results filed as inactive show a strong effect at the top dose; inactives centre near -15; many of its hits are not listed in these tables
Target sequence (Q03431 whole entry, looked up): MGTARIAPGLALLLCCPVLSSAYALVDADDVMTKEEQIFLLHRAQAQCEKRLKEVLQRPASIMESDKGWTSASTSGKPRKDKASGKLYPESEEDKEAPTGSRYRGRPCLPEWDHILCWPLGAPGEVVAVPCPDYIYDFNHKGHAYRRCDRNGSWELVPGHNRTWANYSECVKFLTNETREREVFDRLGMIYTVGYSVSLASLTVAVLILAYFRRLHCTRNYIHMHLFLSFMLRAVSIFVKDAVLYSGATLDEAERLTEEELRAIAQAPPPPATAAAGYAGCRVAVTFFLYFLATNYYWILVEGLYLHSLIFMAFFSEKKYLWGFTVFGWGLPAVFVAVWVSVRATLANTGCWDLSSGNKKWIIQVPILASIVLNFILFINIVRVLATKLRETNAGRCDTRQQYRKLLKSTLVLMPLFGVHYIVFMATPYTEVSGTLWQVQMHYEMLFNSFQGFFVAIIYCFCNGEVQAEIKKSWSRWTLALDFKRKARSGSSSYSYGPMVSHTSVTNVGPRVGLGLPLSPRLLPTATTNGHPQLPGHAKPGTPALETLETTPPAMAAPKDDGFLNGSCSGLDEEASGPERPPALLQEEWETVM
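HEK-293-derived GP2 cells expressing PTHR1 and a GloSensor cAMP reporter, 3,000/well, plated overnight, given luciferin plus IBMX (each 0.5 mM as added) for 1 h at 37 °C, then compound for 1 h at 37 °C. Luminescence was read after 15 min at room temperature.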
The depositor's hits bear a star; i = inactive; ? = inconclusive; . = not tested or not shown; & = joins results of further samples; [ ] = another dose, or the depositor's remark. Unless noted, calls follow the shape of the dose curve; as a rule, active = well fitted curve in the direction sought with a large enough effect; inconclusive = small, poorly fitted or top-dose-only effect, or another doubt; inactive = no such curve, though single readings can be large; an effect the other way counts as inactive or inconclusive.

mol	aSyn yeast inh	Akt phos inh	Abeta yeast res	Mm-Cpn inhibitor	TDP-43 yeast inh	GLP1R cytotox	GLP1R inv ag	FUS suppressor	PTHR1 agonist
CCOC(=O)Cc1c(C)nc2cc(-c3ccc(Cl)cc3)[nH]n2c1=O	4%	i	4%	-3%	17%	-3%	7%	-8%	-22%
CCN(CC(=O)Nc1ccccc1C(F)(F)F)C(=O)Cc1ccc2c(c1)CCC2	11%	i	13%	1%	?	-19%	?	4%	-23%
COc1cccc(C(=O)COc2cccc(NC(=O)c3ccco3)c2)c1	-15%	i	6%	-2%	2%	-5%[7.66 µM]	-16%[7.66 µM]	19%	-47%[inhibitor]
COc1ccc2nc(NCc3ccccc3)[nH]c2c1	7%	i	13%	-1%	0%	-24%	0%	11%	-2%[57.5 µM]
CCOC(=O)C1=C(C)N=C2SCCC(=O)N2C1c1ccc(OCc2ccccc2)cc1 (stereo unspecified)	.	.	-1%	.	14%	-8%	1%	14%	-45%
CC1CCN(CC(=O)Nc2nccs2)CC1	-3%	i	-3%	0%	-12%	-2%	-8%	-6%	-62%[inhibitor]
CCCN(c1ccc(C(C)C)cc1)S(=O)(=O)c1ccc2c(c1)n(C)c(=O)c(=O)n2C	.	.	-10%	.	-2%	1%	7%	-23%	-12%
Cc1ccccc1CN1CCN(C(=O)c2ccc(S(=O)(=O)NCc3ccco3)cc2)CC1	-1%	i	-4%	1%	16%	-9%	?	5%	-43%[inhibitor]
O=C(NC1CC1)C1CCN(C2CCN(Cc3ccccc3C(F)(F)F)CC2)CC1	1%	i	-3%	-2%	9%	-5%	-18%	8%	i
CCN(CC)C(=O)Cn1cc(C(=O)C(=O)N2CCc3ccccc32)c2ccccc21	3%	i	3%	-1%	-13%	-3%	-4%	25%	i
Cc1ccc(OC(=O)CSc2nnc(-c3cccs3)o2)c(C)c1	.	.	-1%	.	16%	-2%	11%	5%	4%
CCCS(=O)(=O)c1nc(S(=O)(=O)c2ccc(C)cc2)c(N2CCN(CCO)CC2)s1	-3%	i	-2%	0%	13%	-15%	1%	-7%	-6%
CCOC(=O)C1(Cc2ccc(OC)cc2)CCN(C(=O)CCN2CCCC2=O)CC1	-2%	i	-7%	2%	-8%	6%	12%	-8%	i
Cc1ccc(/C=C/C(=O)NCCc2cccc(Cl)c2)o1	-52%[inhibitor]	i	-35%[inhibitor]	-1%	?	4%	-28%	1%	-21%
NC(=O)CSc1nnc(Cc2ccc3c(c2)OCO3)o1	0%	i	-5%	-5%	0%[9.22 µM]	-11%	15%	35%	i
Cc1ccc(CNC(=O)c2ccc(N3CCC4(CC3)CC(c3cccc(Br)c3)=NO4)c([N+](=O)[O-])c2)cc1	-8%	i	-2%	1%	12%	-22%	1%	?	i
Cc1ccc(/C=N/N2CCN(c3ccc(Cl)cc3)CC2)o1	2%	i	-4%	1%	5%	-3%	-18%	17%	-16%
CCOCCCNC(=O)C(=O)Nc1c2c(nn1-c1ccccc1)CSC2	.	.	-10%	.	-8%	-2%	-3%	?	i
Cc1cc(C(=O)COc2ccc3ccc(=O)oc3c2)c(C)n1Cc1cccs1	1%	i	3%	1%	16%	-7%	0%	2%	i
CN(C)/C=C1\SC(=S)N(c2ccc(F)cc2)C1=O	0%	i	-24%	1%	?	?	9%	-10%	-21%
O=C(c1cc(-c2ccco2)on1)N1CCN(C(c2ccccc2)c2ccccc2)CC1	-4%	i	-41%	0%	-31%	4%	?	59%	-16%[57.5 µM]
CCOC(=O)c1c(NC(=O)c2nn(CC)cc2Br)c(C#N)cn1-c1ccccc1	-1%	i	1%	0%	-18%	-12%	59%[activator]	0%	i
C=CCOc1ccc(C2NC(=O)c3ccccc3O2)cc1OCC (stereo unspecified)	-4%	i	-7%	-7%	-11%	5%	6%	24%	i
CC(C)C[C@H](NC(=O)c1nc[nH]c1C(=O)NC(c1ccccc1)c1ccccc1)C(=O)OC(C)(C)C	7%	i	-1%	.	-14%	?	?	14µM*	-56%[inhibitor]
CCc1ccc(Oc2nnnn2-c2ccc(C(N)=O)cc2)cc1	1%	i	-5%	-3%	16%	12%	17%	-7%	i
O=C(O)C1C2C=CC(O2)C1C(=O)Nc1ccc(S(=O)(=O)N2CCc3ccccc32)cc1 (stereo unspecified)	-4%	i	-73%[inhibitor]	0%	-9%	7%	-3%	?	i
CC1(Cc2cccc(C(F)(F)F)c2)C(=O)Nc2c(Cl)cccc21 (stereo unspecified)	22µM*	i	17%	.	0%	-12%	?	5%	-12%
O=C(NC(=S)NCCN1CCOCC1)c1ccccc1Br	-15%	i	6%	0%	3%	-11%	1%	-5%	-15%
O=C(Nc1ccc(Cl)c(S(=O)(=O)N2CCOCC2)c1)c1ccccc1-c1ccc(C(F)(F)F)cc1	1%	i	5%	-11%	7%	2%	2.8µM*	26%	i
Cc1[nH]c(=O)[nH]c(=O)c1S(=O)(=O)N1CCN(c2ccccc2Cl)CC1	.	.	0%	.	13%	-3%	2%	-14%	-2%

Following part
mol	aSyn yeast inh	Akt phos inh	Abeta yeast res	Mm-Cpn inhibitor	TDP-43 yeast inh	GLP1R cytotox	GLP1R inv ag	FUS suppressor	PTHR1 agonist
O=C(CN(c1ccc(F)cc1)S(=O)(=O)c1ccc2c(c1)OCCO2)NCC1CCCO1 (stereo unspecified)	1%	i	8%	1%	-47%[inhibitor]	1%	40%[activator]	12%	25%[57.5 µM]
Cc1cccc(NC(=O)CN2CCN(C(=O)c3ccc(-c4nc5ccccc5s4)o3)CC2)c1C	1%	i	-6%	-1%	13%	-3%	10%	0%	-94%[inhibitor]
CCc1ccc(OCC(O)CN2CCN(c3ccccc3)CC2)cc1 (stereo unspecified)	9%&8%	i	16%&20%	-2%	-10%&-10%	-11%&-14%	?	19%&-4%	i
CC(OC(=O)CCc1nc2ccccc2c(=O)[nH]1)C(=O)NC1CCCC1 (stereo unspecified)	1%	i	25%	-1%	6%	24%	43%[activator]	-4%	i
Nc1nc(Nc2ccccc2F)nc(NC2CCCCC2)c1[N+](=O)[O-]	-10%	i	?	1%	-5%	-26%	-2%	33%	i
CC(=O)c1ccc(N2CCN(C(=O)C3CCN(S(=O)(=O)c4ccc5c(c4)CC(C)N5C(C)=O)CC3)CC2)cc1 (stereo unspecified)	6%	i	11%	2%	5%	0%	11%	33%	-10%
CC(=O)c1sc(-c2ccc(F)cc2)cc1NS(=O)(=O)c1ccccc1	0%	i	-5%	-12%	0%	-1%	5%	4%	-20%
NCCSC1CC(=O)N(Cc2ccc(F)cc2)C1=O (stereo unspecified)	-16%	i	-15%	0%	-19%	11%	0%	7%	i
N#Cc1nnn2c1nc(N)c1c(F)cccc12	-3%	i	-20%	.	-10%	10%	84%[activator]	30%	-7%
O=C(Cn1c2ccccc2c(=O)c2ccccc21)N/N=C/c1cc([N+](=O)[O-])ccc1N1CCCCCC1	-1%	i	0%	1%	13%	11%	3%	15%	i
Cc1ccc(C(=O)Nc2ccc(N3CCOCC3)c3nonc23)cc1[N+](=O)[O-]	0%	i	1%	?	-1%	-20%	98%[activator]	6%	-7%
CC(=O)N1c2ccc(S(=O)(=O)N3CCC(C(=O)N4CCN(c5ccccc5F)CC4)CC3)cc2CC1C (stereo unspecified)	-6%	i	9%	-2%	-2%	3%	13%	7%	-11%
Cc1ccc(OCCn2ncc3ccccc3c2=O)c(C)c1	4%	i	7%	0%	19%	0%	-10%	-4%	i
CC(C)Oc1ccc(S(=O)(=O)N2CCOCC2)cc1NC(=O)CC1OC(=O)c2ccccc21 (stereo unspecified)	4%	i	7%	2%	2%	0%	14%	2%	i
CCN(CC)C(=O)Oc1ccc2c(=O)c(-c3ccc(OC)cc3)c(C)oc2c1	-17%	i	-21%	-2%	-1%	-16%	?	30%	-33%[inhibitor]
COc1ccc(N(CC(=O)NCc2cccs2)S(=O)(=O)c2c(C)n[nH]c2C)cc1	0%	i	-13%	2%	5%	-20%	-8%	14%	i
Cc1ccccc1C(=O)NNC(=S)NC(=O)c1cccnc1	10%	i	-1%	2%	?	-7%	5%	-27%	-5%
CCCS(=O)(=O)Nc1c(C(=O)O)[nH]c2ccc(OC)cc12	-1%	i	10%	-10%	-7%	1%	47%	-13%	i
O=C(c1ccco1)N1CCN(c2ccc(Cl)cc2)CC1	7%	i	24%	0%	?	2%	-7%	15%	-20%
O=C(CC1CCCCC1)NCc1nc(-c2ccccc2)no1	9%	i	-6%	-1%	-15%	0%	-27%	-18%	i
Cc1ccc(C(=O)OCC(=O)Nc2ccc3c(c2)OCO3)c(O)c1	-2%[1.84 µM]	i	-1%	0%	11%	1%	4%	-9%	-14%
COc1ccc(CNC(=O)C2CCN(c3nccs3)CC2)cc1	-6%	i	-4%	?	-12%	-3%	-15%	31%	?

Some of the compounds tested (hit frequency here may not be typical).
